Compound activity as filed in PubChem BioAssay.
WT yeast gro inh: growth inhibition of WT yeast, mitochondrial fusion screen; mitochondrial fusion phenotypic screen, WT strain; inhibition, % at 10 µM; 190,000 compounds, 2.1% hits; AID 1362; in the data active = inhibition above about 58%; tested in S. cerevisiae
Insulin prom up: MIN6 insulin promoter up-regulation; 190,000 compounds, 0.3% hits; z-score at 5 µM; AID 1625; MIN6 insulin promoter-GFP reporter, high-content imaging; active compounds read high;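 active = z-score above 3 at 5 µM with at least 500 cells counted in the well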
Yfh1-depleted yeast: enhancers of respiration in Yfh1-depleted yeast, dose response, Friedreich's ataxia, plus single-dose screen (AID 1465) | S. cerevisiae Yfh1-off respiration, WST-1 reduction, 72 h; higher fold induction means a stronger effect | one-dose fold induction at 50 µM; EC50 in µM for titrated hits | 220,000 compounds, 0.074% hits;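 active = fold induction of absorbance versus untreated yeast above a set limit, then at least 30% activation at any dose in follow-up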;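 note: activators that raise dye reduction in frataxin-depleted yeast; strong numbers were not always called active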
MT stabilize HCS: microtubule stabilizers in HeLa cells | HeLa tubulin immunostaining HCS, 24 h; share of cells brighter than vehicle mean+2SD | % tubulin-high responders, % at 10 µM | 200,000 compounds, 0.83% hits | AID 2205;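 active = plate Z-score above 3 for both tubulin-high and condensed-nucleus cell shares, with cell loss under 80%, at 10 µM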;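 note: anti alpha tubulin signal scored within the nucleus-defined area of each cell; some results filed as inactive read as strong as hits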
Autophagy mod: modulators of autophagy | MEF GFP-LC3 puncta imaging; test concentration mostly 10 µM | 190,000 compounds, 0.98% hits | calls only at 10 µM (by protocol);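 active = percentage of spot-positive cells more than 3 SD above its plate mean, without a fluorescence outlier flag or 80% toxicity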;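 note: spot-positive cell cutoff set from DMSO-treated cells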
bCat nuc transl: alters nuclear translocation of beta-catenin in HeLa cells; immunofluorescence imaging; nuclear translocation activity, % at 5 µM; 190,000 compounds, 0.3% hits; AID 1665;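 active = nuclear translocation activity above 50% at 5 µM, with a well cell count of 50 or more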;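 note: per-cell ratio of nuclear to cytoplasmic median beta-catenin stain intensity; plate controls were DMSO negative control for no effect and GSK-3 inhibitor IX positive control for full effect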
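System: Human HeLa cells, endogenous beta-catenin | Compound dosing: 5 µM primary, 0.02–20 µM confirmation | Timing: 24 h compound exposure at 37°C, 5% CO2 | Measured by: Fluorescence imaging of beta-catenin antibody stain plus DAPI | Read-out basis: % activation of per-cell nuclear versus cytoplasmic median beta-catenin signal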
human PMI inhibition: inhibitors of human PMI, primary screen, biochemical, fluorescence intensity, coupled assay (AID 1209); purified PMI enzyme, coupled fluorescence intensity; higher % means a stronger effect; inhibition, % at 20 µM; hits with a dose series show IC50 in µM; 190,000 compounds, 0.42% hits;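 note: plate controls were DMSO vehicle for no effect and wells lacking substrate for full effect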
Dynein cargo inh: dynein cargo transport inhibition | 3617.4 mouse cells, GR-EGFP nuclear translocation imaging; test concentration mostly 20 µM; stimulated with dexamethasone, 1 µM; active compounds read low | z-score, hits read low | 220,000 compounds, 0.47% hits | AID 1381;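 active = plate z-score of nuclear minus cytoplasmic receptor signal below a set negative limit, without overly bright fluorescence or cell loss, cut at about -3.5 in these data, passing the limit was not always enough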;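 note: z-score of nuclear minus cytoplasmic ring GR-EGFP intensity difference per well; some compounds called inactive have numbers as strong as hits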
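Buffer or medium – tet-free medium with charcoal-stripped serum · Signal – automated 10x imaging of fixed Hoechst-stained cells · Also added – dexamethasone agonist, 1.0 µM final, for 30 min · Incubation – induction 48 h, compound 1 h, agonist 30 min · Read-out – GR-EGFP nuclear translocation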
PMI inhibition: human PMI inhibitors, high substrate, primary screen, biochemical, fluorescence intensity, high mannose 6-phosphate (AID 1220) | inhibition, % at 20 µM, or IC50 in µM where a hit was titrated | recombinant PMI enzyme, coupled fluorescence intensity; higher % means a stronger effect | 190,000 compounds, 0.66% hits
WT yeast gro inh mutant strain: further read-out of WT yeast gro inh, marked with its call; inhibition, %; mitochondrial fusion phenotypic screen, mutant strain inhibition
Dynein cargo inh cytoplasmic EGFP: recorded beside Dynein cargo inh, whose call it bears; z-score; measured here: cytoplasmic GR-EGFP intensity; active compounds read high
Dynein cargo inh nuclear GR-EGFP: second read-out of Dynein cargo inh, no call of its own (marks repeat the call); z-score; measured here: nuclear GR-EGFP intensity;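 lower value marks the stronger effect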
Dynein cargo inh cell count: further read-out of Dynein cargo inh, marked with its call; z-score; measured here: cell count per field
Insulin prom up cell count: recorded beside Insulin prom up, whose call it bears; cell count; measured here: cytotoxicity, nuclei count;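 total cells summed across four imaged fields per well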
bCat nuc transl cell count 5 µM: second read-out of bCat nuc transl, no call of its own (marks repeat the call); cell count; measured here: cell count, cytotoxicity flag
MT stabilize HCS Hoechst-high %: also measured in MT stabilize HCS; calls as there; % Hoechst-high responders; measured here: nuclear condensation Hoechst responders;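 share of cells brighter than vehicle mean plus two SD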
MT stabilize HCS cytotoxicity %: further read-out of MT stabilize HCS, marked with its call; toxicity, %; measured here: cytotoxicity by cell density;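 0% = mean cell density of plate MIN control wells and 100% = no cells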
Autophagy mod cell loss 18 h: recorded beside Autophagy mod, whose call it bears; toxicity, %; measured here: cell loss, nuclei count;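 cell loss after 18 h compound exposure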
* hit, by the source's call; i = inactive; nt = no result given; + = active, no number. Cut-off read from the data, not from the text of the source, unless noted: active = inhibition above about 50%; inactive = the rest. Rows are unselected; about 5% have a hit in one of these screens.

Structure	WT yeast gro inh	WT yeast gro inh mutant strain	Insulin prom up	Insulin prom up cell count	Yfh1-depleted yeast	MT stabilize HCS	MT stabilize HCS Hoechst-high %	MT stabilize HCS cytotoxicity %	Autophagy mod	Autophagy mod cell loss 18 h	bCat nuc transl	bCat nuc transl cell count 5 µM	human PMI inhibition	Dynein cargo inh	Dynein cargo inh cytoplasmic EGFP	Dynein cargo inh nuclear GR-EGFP	Dynein cargo inh cell count	PMI inhibition
COc1ccccc1N=c1c2c([N+](=O)[O-])cc([N+](=O)[O-])cc2n(O)n1-c1ccccc1OC	1	-2	-0.41	1286	nt	3.2	3.0	9.6	i	0	1.3	1067	-6%	-0.95	-0.15	-0.43	0.46	-2%
CCn1c(CCCNC(=O)c2ccc(F)cc2)nc2ccccc21	4	1	nt	nt	i	3.9	2.3	11	i	14	-1.4	1164	5%	3.3	0.15	2.2	-1.9	8%
COc1ccc(CCNC(=O)COc2ccc(N(C)S(=O)(=O)c3ccc(Cl)cc3)cc2)cc1	8	10	-0.41	1064	i	6.9	2.3	8.4	i	15	4.2	1002	-4%	-0.68	-0.38	-0.0062	0.87	-2%
CC(=O)CCc1ccc(OCCCCN2CCC(Cc3ccccc3)CC2)cc1	-18	36	-0.67	1504	i	3.5	1.9	1.8	+	24*	-0.3	893	-10%	-0.26	-0.26	0.07	0.33	-4%
O=C(c1cc2ccc([N+](=O)[O-])cc2oc1=O)N1CCOCC1	-5	0	-1	1414	i	3.7	2.4	8.2	i	3	0.2	1119	0%	0.24	-0.3	0.29	0.04	1%
Cc1[nH]c2ccccc2c1C(=O)CSc1cccc[n+]1[O-]	nt	nt	-0.15	1313	i	nt	nt	nt	nt	nt	-0.3	1264	nt	-0.58	-0.26	-0.17	0.92	nt
O=C(CSc1nnc(SCc2cccc3ccccc23)s1)N/N=C/c1c[nH]c2ccccc12	-4	13	-0.14	1380	i	8.6	1.8	0.3	i	-12	-0.5	1129	6%	0.39	-0.21	0.74	-1.3	7%
Cc1[nH]n(-c2ccc(Cl)cc2)c(=O)c1C(=O)c1ccccc1	10	6	nt	nt	i	1.7	2.8	4.8	i	0	-0.5	1089	-2%	-0.21	-0.33	-0.17	0.72	9%
Cc1ccc(S(=O)(=O)N2CCN(C(=O)N3CCOCC3)C2c2ccc(N(C)C)cc2)cc1 (stereo unspecified)	-8	9	-0.18	1866	i	3.3	2.9	8.8	i	-4	-1.1	1128	12%	0.1	-0.25	0.015	0.82	9%
COc1cccc(-c2noc(-c3ccc(Cl)nc3)n2)c1	-2	1	0.21	1343	i	2.2	1.5	6.3	i	5	-1.6	1106	-2%	0.67	-0.37	0.26	-0.34	13%
COc1ccccc1N1CCN(/N=C/c2cc(OC)c(OC)c(OC)c2)CC1	3	11	-0.14	1364	i	0.6	2.6	12	i	3	1.6	1039	8%	-0.071	-0.19	0.066	0.54	-5%
O=S(=O)(c1ccc(Cl)c(Cl)c1)N1CCc2nc3ccccc3n2CC1	8	8	0.32	1704	nt	4.0	1.8	6.6	i	25	0.1	1064	8%	-0.18	-0.18	0.45	0.95	7%
O=C(CCN1C(=O)c2cccc3cccc(c23)C1=O)N1CCOCC1	-6	3	0.31	1299	nt	3.5	1.8	3.0	i	-2	-1.0	1143	-12%	-1.2	-0.16	-0.53	0.82	-4%
CCOC(=O)/C=c1\s/c(=C\c2ccc3cc(OC)ccc3c2)c(=O)n1CC(=O)NCc1ccc2c(c1)OCO2	7	9	0.98	1369	i	1.6	1.2	7.8	+	0.9*	1.0	1151	-1%	-0.54	2.3	0.25	0.07	-2%
CC(C)CC(=O)Nc1sc2c(c1C#N)CC(C)(C)NC2(C)C	6	-2	-1.1	1188	i	2.9	0.9	1.3	i	1	1.6	1368	-2%	-0.64	-0.17	-0.2	0.25	0%
C(=N\Nc1nc(-c2cccnc2)nc2ccccc12)/c1ccccc1	nt	nt	0.12	1083	i	nt	nt	nt	nt	nt	0.0	1361	nt	0.48	-0.27	0.24	-0.11	nt
Cc1ccc(-c2cc(C(=O)O)c3cc(Br)ccc3n2)o1	-5	-5	0.05	1413	i	3.1	3.4	13	i	-4	-3.2	513	-34%	-0.0032	-0.23	0.14	0.017	-45%
CC(O/N=C/c1ccc(OC(F)F)cc1)C(=O)Nc1cccc(S(=O)(=O)N2CCOCC2)c1 (stereo unspecified)	-4	-4	nt	nt	i	4.0	4.2	2.8	i	19	0.1	979	8%	-1	1.1	-0.63	1.1	-5%
CCOC(=O)/C(C#N)=C/Nc1cc(C(C)(C)C)sc1C(C)=O	nt	nt	-0.27	1300	i	nt	nt	nt	nt	nt	-2.3	1170	nt	0.77	-0.22	0.38	-1.4	nt
O=C(NCCSCc1ccccc1)c1ccc(F)cc1	2	0	0.07	1305	i	1.9	3.2	14	i	-9	-6.4	581	-4%	-0.17	-0.25	-0.12	0.58	4%
Cc1ccc(CN(c2ccc(C(=O)NCc3cccnc3)cc2)S(C)(=O)=O)cc1	-8	4	-0.95	902	i	1.0	1.4	9.2	i	5	-0.2	1113	-3%	-0.6	-0.088	-0.13	0.39	-4%
CN(C)C(=O)CSc1nnc(CCN)o1	-3	13	nt	nt	i	4.7	3.1	6.9	i	0	-1.9	906	-6%	0.19	-0.33	-0.55	-0.36	-3%
CCCc1cc(=O)[nH]c(SCC(=O)N(CC)Cc2ccccc2)n1	-2	-7	0.87	1191	i	4.1	2.2	8.4	i	5	-2.9	1028	7%	-0.01	-0.22	-0.051	0.67	9%
CCOC(=O)c1sc(NC(=O)c2ccccc2OCC)nc1C	-2	7	-0.21	1290	i	2.2	2.1	6.3	i	18	0.3	1147	7%	0.72	-0.18	0.5	-0.11	2%
O=[N+]([O-])c1ccccc1N/N=C1\CC2CC=CC12 (stereo unspecified)	3	0	-0.48	1258	i	2.3	1.6	7.1	i	5	-0.8	1079	2%	-0.29	-0.048	0.22	-0.37	14%
CS(=O)(=O)N(CC(=O)NCc1ccncc1)Cc1ccc(Cl)cc1	16	4	0.37	1325	i	2.8	2.3	3.4	i	-6	nt	nt	9%	-0.59	-0.22	-0.065	-1.1	9%
COCCOc1ccc(C(F)(F)F)cc1NC(=O)c1ccc(C)cc1	-18	-5	-0.57	1329	i	1.9	3.2	6.0	i	-4	0.4	1052	13%	-0.84	-0.3	-0.61	0.39	3%
Cc1ccc(S(=O)(=O)/C(C#N)=C/c2c(N3CCN(C)CC3)nc3ccccn3c2=O)cc1	-15	-23	0.43	1149	i	6.3	3.0	9.6	i	7	-9.2	1003	-7%	0.78	0.17	1.1	-2.3	-10%
COc1cc(C(=O)Oc2cc(C)cc(C)c2)cc(OC)c1OC	-12	1	nt	nt	i	3.6	1.4	6.1	i	-2	0.2	1101	9%	-0.34	-0.19	-0.35	0.2	10%
CCOC(=O)C1=C(C)C(c2ccc(OC)cc2OC)NC(=O)N1 (stereo unspecified)	0	-12	0.69	1108	i	4.1	2.3	7.6	i	-4	-4.7	1054	10%	0.2	-0.25	0.95	-0.25	11%
Cc1cc(CCN2CCC(=O)NC2=S)ccc1OC(C)C	-9	1	0.09	883	i	2.5	2.3	24	i	4	nt	nt	1%	1.3	-0.16	0.45	0.00066	1%
COc1ccccc1CNn1c(-c2cccc(C)c2)nc2ccccc2c1=O	25	13	nt	nt	i	0.9	0.8	6.5	i	-6	1.3	973	12%	0.28	-0.16	0.52	-0.22	-1%
COC(=O)Cc1ccc(N(Cc2ccccc2F)S(=O)(=O)c2ccc(C)cc2)cc1	72*	6.5*	-0.24	1111	i	1.4	3.2	12	i	-15	-2.9	617	4%	0.45	-0.27	1.5	-0.91	4%
CC(C)N1C(=O)CCC1C(=O)N1CCCc2ccccc21 (stereo unspecified)	-27	-4	-0.56	1274	i	3.8	2.8	4.6	i	-2	-6.6	986	-3%	-0.92	-0.37	-0.65	0.47	12%
COc1ccc(CC(=O)NCc2nnc(SCc3ccc([N+](=O)[O-])cc3)n2C)cc1	-13	2	-0.41	1371	i	5.4	2.7	9.1	i	19	0.3	1513	5%	1.5	-0.32	0.99	0.25	4%
O=C1N=C(N2CCN(c3ccccc3)CC2)S/C1=C/c1ccco1	nt	nt	-0.68	1400	i	nt	nt	nt	nt	nt	2.5	1235	nt	-0.19	-0.24	-0.35	0.59	nt
CCCCOc1ccc(CN2CCCCC2)cc1	9	29	0.69	1736	i	3.7	2.7	0.9	i	28	1.0	1067	20%	-0.33	-0.27	-0.14	0.69	15%
COc1ccccc1N/C=C1/Sc2cc(Cl)ccc2NC1=O	-9	2	-0.21	1372	i	2.2	1.3	4.3	i	27	-1.0	1096	4%	1.4	-0.34	1.3	0.055	3%
Cc1ccc(S(=O)(=O)Nc2nc3ccccc3nc2N2CCN(c3ccccc3F)CC2)cc1	7	-12	-0.2	980	i	1.5	1.0	9.8	i	4	-0.2	1220	13%	0.55	-0.28	0.14	0.21	1%
N#Cc1c(NC(=O)CCCC(=O)O)sc2c1CCCCC2	-6	-20	0.74	1341	i	1.6	2.4	9.8	i	1	-4.4	544	-8%	0.42	-0.27	-0.15	-0.2	-7%
